Assay outcomes from PubChem BioAssay.
MLLE-PAM2 inh: blocks PAM2 peptide binding to the PABP1 MLLE domain; GST-MLLE / FITC-PAM2 fluorescence polarization; AID 588489; P11940; 360,000 tested, 0.36% active; inhibition, % at 20 µM; in the data active = inhibition above about 35%, passing the limit was not always enough;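 also: plate controls were DMSO wells with GST-MLLE for no effect and wells lacking GST-MLLE protein for full effect; some results filed as inactive read as strong as hits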
SKN-1 block: blocks SKN-1 activity in C. elegans; 360,000 tested, 0.49% active; C. elegans VP596 Pgst-4::GFP/RFP ratio, acrylamide-induced, 24 h; inhibition, % at 21.8 µM; AID 624304;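 active = interference check ratio from 0.5 to 1.5 plus GFP to RFP signal ratio inhibition reaching or exceeding a fixed threshold, cut at about 30% in these data, passing the limit was not always enough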; also: some compounds called inactive have numbers as strong as hits
NRP1-CendR mod: alters CendR peptide binding to human NRP-1 | O14786 | FAM-RPARPAR peptide binding to NRP-1, fluorescence polarization | inhibition, % at 25 µM | 360,000 tested, 0.85% active | AID 602438;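 active = inhibition or corrected inhibition above about 18%, plus a signal ratio from 0.5 to 1.5, limit read from the data, passing the limit was not always enough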; also: strong numbers were not always called active
FAS TE block: blocks the thioesterase domain of human fatty acid synthase; P49327; recombinant FAS-TE, OMFH fluorogenic substrate, fluorescence endpoint; inhibition, % at 15 µM; 360,000 tested, 0.67% active; AID 602261;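 active = compounds whose normalised, plate-corrected inhibition of enzyme fluorescence in the single-dose primary screen is 50% or more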;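 also: 0% = DMSO with enzyme and 100% = substrate without enzyme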
MT1-MMP act inh: MT1-MMP (human) activation inhibition. GFP/RFP ratio change, % at 20 µM. 360,000 tested, 0.061% active. HT1080 RFP-PRO-GFP cells, GFP/RFP ratio fluorescence, overnight; percent of plate control window, DMSO zero;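 active = GFP/RFP ratio change of at least 30% with cell ATP level not reduced by more than half and red fluorescence within 50% of control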; also: strong numbers were not always called active
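Read-out: GFP/RFP fluorescence ratio; Test system: RFP-PRO-GFP reporter HT1080 cells; Compound dosing: single-point 20 µM compound, 1% DMSO; Times: overnight compound exposure at 37 °C.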
eLon inh: inhibits E. coli Lon protease; AID 602123; purified E. coli Lon protease, fluorescence polarization; P0A9M0; 360,000 tested, 0.42% active; inhibition, % at 7.94 µM; in the data active = inhibition above about 13%, passing the limit was not always enough;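 also: 0% = enzyme with probe and DMSO and 100% = no enzyme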
Rin1-Abl PPI inh: human Rin1-Abl interaction inhibition. P00519+Q13671. TR-FRET Rin1/Abl binding, biochemical. inhibition, % at 7.35 µM. 360,000 tested, 0.4% active; in the data active = inhibition above about 5%, passing the limit was not always enough
Neddylation inh: inhibitors of human cullin neddylation | P61081+Q13564 | TR-FRET cullin neddylation, biochemical | calls only at 25 µM | 360,000 tested, 0.58% active; in the data active = inhibition above about 36%
Target sequence (P61081 whole entry, looked up): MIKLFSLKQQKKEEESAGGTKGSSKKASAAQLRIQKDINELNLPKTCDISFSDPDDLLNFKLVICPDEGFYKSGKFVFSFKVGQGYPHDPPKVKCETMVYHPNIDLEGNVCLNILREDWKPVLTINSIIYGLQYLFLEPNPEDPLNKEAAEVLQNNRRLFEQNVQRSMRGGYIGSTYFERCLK
Target sequence (Q13564 whole entry, looked up): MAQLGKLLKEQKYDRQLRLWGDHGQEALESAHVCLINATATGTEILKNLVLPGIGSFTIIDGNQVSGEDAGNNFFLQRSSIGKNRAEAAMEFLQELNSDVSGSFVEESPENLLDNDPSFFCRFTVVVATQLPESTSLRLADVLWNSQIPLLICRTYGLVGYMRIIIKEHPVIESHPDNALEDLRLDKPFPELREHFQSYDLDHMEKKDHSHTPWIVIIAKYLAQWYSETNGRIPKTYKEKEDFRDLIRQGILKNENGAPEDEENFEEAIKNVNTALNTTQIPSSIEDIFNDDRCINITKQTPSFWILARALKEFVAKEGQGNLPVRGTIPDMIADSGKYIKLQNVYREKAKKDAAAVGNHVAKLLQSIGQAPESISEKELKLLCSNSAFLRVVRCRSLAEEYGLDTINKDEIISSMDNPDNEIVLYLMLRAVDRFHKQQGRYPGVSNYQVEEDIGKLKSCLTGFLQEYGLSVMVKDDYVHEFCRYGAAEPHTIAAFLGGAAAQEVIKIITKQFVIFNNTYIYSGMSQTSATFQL
MsrA act: activates bovine MsrA enzyme | 360,000 tested, 0.3% active | purified bovine MsrA, absorbance read-out | activation, % at 10.6 µM; in the data active = activation above about 7.5%;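 also: 0% = vehicle and 100% = reference activator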
Active calls of the source: *; i = inactive; . = no result given.

SMILES | MLLE-PAM2 inh | SKN-1 block | NRP1-CendR mod | FAS TE block | MT1-MMP act inh | eLon inh | Rin1-Abl PPI inh | Neddylation inh | MsrA act
CC(C)Oc1ccc(Cn2c(-c3ccco3)n[nH]c2=S)cc1 | -19 | -4 | 8 | -10 | -3 | -7 | 1 | i | -7
COc1cc(CO)ccc1Oc1nc2ccccc2n2cnnc12 | -29 | -7 | -13 | 1 | 1 | -156 | 0 | i | -4
COc1ccc(NC(=S)N2CCN(C/C=C/c3ccccc3)CC2)cc1OC | -87 | 0 | 16 | -10 | 6 | -7 | 0 | i | 0
CCC(CC)c1nc(C#N)c(NCc2ccccc2)o1 | 1 | 5 | -1 | 0 | 1 | 5 | 2 | i | -2
COc1cc(OC)c(OC)cc1/C=C/C(=O)c1ccc(NS(=O)(=O)c2ccc(C)cc2)cc1 | -122 | 10 | -155 | -2 | -64 | -97 | 0 | i | -2
O=C(c1ccc(Br)cc1)N1CCC(C(=O)N2CCN(Cc3ccccc3)CC2)CC1 | 4 | 18 | 1 | -4 | 2 | -6 | -5 | i | -2
CC(NC(=O)COc1ccccc1)C(c1cccs1)N1CCCC1 (configuration not stated) | 7 | -11 | -16 | -6 | -2 | 3 | -3 | i | -3
CCOc1ccccc1NC(=S)Nn1cnnc1 | 30 | -3 | 2 | -5 | 2 | 5 | -1 | i | -10
C/C(=N\NC(=O)c1cc2ccccc2cc1O)c1ccc2c(c1)OCO2 | -11 | 4 | -14 | 0 | 4 | -14 | -1 | . | -2
O=S(=O)(c1cccc(Br)c1)N1CCN(S(=O)(=O)c2ccc3c(c2)OCCO3)CC1 | -3 | 10 | 7 | -1 | 4 | -10 | 5 | i | -3
C=CCOC(=O)C1C(=O)CC(C)(O)C(C(=O)OCC=C)C1c1ccc(OCC)cc1 (configuration not stated) | 4 | -2 | 14 | -1 | 1 | -1 | -1 | i | -4
CCN(CC)S(=O)(=O)c1ccc(Cl)c(C(=O)Nc2cccnc2)c1 | 5 | 4 | 11 | -7 | 3 | 2 | 0 | i | -3

Among those listed so far, 3 contain a carbonyl joined to an NH by a bond outside any ring:
SMILES | MLLE-PAM2 inh | SKN-1 block | NRP1-CendR mod | FAS TE block | MT1-MMP act inh | eLon inh | Rin1-Abl PPI inh | Neddylation inh | MsrA act
CC(NC(=O)COc1ccccc1)C(c1cccs1)N1CCCC1 (configuration not stated) | 7 | -11 | -16 | -6 | -2 | 3 | -3 | i | -3
C/C(=N\NC(=O)c1cc2ccccc2cc1O)c1ccc2c(c1)OCO2 | -11 | 4 | -14 | 0 | 4 | -14 | -1 | . | -2
CCN(CC)S(=O)(=O)c1ccc(Cl)c(C(=O)Nc2cccnc2)c1 | 5 | 4 | 11 | -7 | 3 | 2 | 0 | i | -3

Sorted by length of the SMILES (rising): 3 of the compounds above.
SMILES | MLLE-PAM2 inh | SKN-1 block | NRP1-CendR mod | FAS TE block | MT1-MMP act inh | eLon inh | Rin1-Abl PPI inh | Neddylation inh | MsrA act
CCC(CC)c1nc(C#N)c(NCc2ccccc2)o1 | 1 | 5 | -1 | 0 | 1 | 5 | 2 | i | -2
CCN(CC)S(=O)(=O)c1ccc(Cl)c(C(=O)Nc2cccnc2)c1 | 5 | 4 | 11 | -7 | 3 | 2 | 0 | i | -3
COc1cc(OC)c(OC)cc1/C=C/C(=O)c1ccc(NS(=O)(=O)c2ccc(C)cc2)cc1 | -122 | 10 | -155 | -2 | -64 | -97 | 0 | i | -2

Copied from the list:
In SKN-1 block, C=CCOC(=O)C1C(=O)CC(C)(O)C(C(=O)OCC=C)C1c1ccc(OCC)cc1 (configuration not stated) reads -2
In MLLE-PAM2 inh, CC(NC(=O)COc1ccccc1)C(c1cccs1)N1CCCC1 (configuration not stated) reads 7
In MsrA act, C/C(=N\NC(=O)c1cc2ccccc2cc1O)c1ccc2c(c1)OCO2 reads -2
In NRP1-CendR mod, COc1cc(CO)ccc1Oc1nc2ccccc2n2cnnc12 reads -13
In MsrA act, CCOc1ccccc1NC(=S)Nn1cnnc1 reads -10
In Rin1-Abl PPI inh, COc1cc(OC)c(OC)cc1/C=C/C(=O)c1ccc(NS(=O)(=O)c2ccc(C)cc2)cc1 reads 0

Additional compounds.
SMILES | MLLE-PAM2 inh | SKN-1 block | NRP1-CendR mod | FAS TE block | MT1-MMP act inh | eLon inh | Rin1-Abl PPI inh | Neddylation inh | MsrA act
CCC(C)[C@H](NC(=O)OC(C)(C)C)C(=O)NCC1CCC(C(=O)N[C@@H](Cc2ccccc2)C(=O)O)CC1 (some centres not stated) | 5 | 4 | 6 | -6 | 2 | 1 | 1 | i | -6
O=C(O)c1cc([N+](=O)[O-])ccc1NCc1ccccc1Cl | 5 | 7 | -3 | 14 | 2 | -3 | 2 | i | -8
N#Cc1c(Nc2ccccc2)[n+]([O-])c2ccc(Cl)cc2[n+]1[O-] | 13 | 10 | 0 | -39 | 4 | 9 | -2 | i | 3
Cc1cc(CNC(=S)Nc2ccc(Br)cc2Cl)nn1C | 17 | -6 | -7 | -2 | -1 | -4 | 3 | i | -7
O=C(c1cn(-c2ccc(Cl)c(Cl)c2)nn1)C1CC1 | 1 | 6 | 13 | 0 | -1 | -4 | 2 | i | -3
Cc1c(C(=O)N2CCc3ccccc3C2)oc2ccc(S(=O)(=O)N3CCCCCC3)cc12 | -4 | -6 | 5 | 41 | -1 | 8 | -1 | i | 1
COc1ccccc1N1C(=NC(=O)CCC2CCCC2)SC2CS(=O)(=O)CC21 (configuration not stated) | 10 | 17 | -2 | 5 | -7 | 1 | 2 | i | -6
CCOC(=O)c1c(NC(=O)COC(=O)c2ccccn2)sc2c1CCC2 | -15 | 7 | 2 | 0 | 4 | -2 | 0 | i | -5
NC(=O)C1CNc2ccccc2O1 (configuration not stated) | 7 | -15 | 1 | -4 | 2 | -3 | 0 | i | -11
Nc1ccnn1-c1ccccc1 | -11 | 8 | -11 | -5 | -2 | 9 | 0 | i | -1
CCN(C(=O)CSc1cc(C)c2ccccc2n1)C1CCS(=O)(=O)C1 (configuration not stated) | 4 | 5 | 2 | -1 | 4 | 8 | -1 | i | -5
COc1cccc(N/N=C(\C#N)S(=O)(=O)C(C)(C)C)c1 | 8 | -5 | -4 | -8 | 0 | -8 | 5 | i | -14
CC(C)=NOc1nc(N(C)C)nc(N2CCOCC2)n1 | -4 | 1 | -6 | -3 | -2 | 0 | -3 | i | -1
Brc1ccc([C@H]2CN3CCSC3=N2)cc1 | 14 | -3 | -10 | -18 | 2 | 11 | 1 | i | -2
O=C1CC(c2ccccc2)CC(O)=C1C=NCCCO (configuration not stated) | 16 | 15 | 12 | -10 | 3 | 6 | 3 | i | 1
COc1ccccc1CC(Cc1nc2ccccc2[nH]1)c1nc2ccccc2[nH]1 (configuration not stated) | -6 | 3 | 7 | -3 | 1 | -9 | -2 | i | -1
O=C(Nc1ccccc1)Oc1cccc(Br)c1 | -1 | -1 | -5 | -7 | 3 | 10 | -1 | i | -7
COc1cccc2c1C1(O)C2CCCCCCCCCC12OCCCO2 (configuration not stated) | 10 | 16 | 2 | 17 | 2 | 0 | -1 | i | 0
COc1cc(NC(=O)CN(C)S(=O)(=O)c2ccc3c(c2)CC(C)N3C(C)=O)cc(OC)c1 (configuration not stated) | 11 | -6 | 5 | 2 | 3 | -10 | 0 | i | -2
Cn1ncc([N+](=O)[O-])c1C(=O)NC1CCCCC1 | -8 | -12 | 9 | -3 | 0 | 8 | -2 | i | -6
CCS(=O)(=O)N1Cc2ccccc2CC1C(=O)N(C)CC(=O)Nc1ccc(OC)cc1 (configuration not stated) | -23 | 5 | 4 | -1 | -2 | -9 | 0 | i | -1
O=C(CCc1ccccc1O)NC1CCCc2ccccc21 (configuration not stated) | 6 | 19 | 7 | -1 | -2 | -6 | -1 | i | -1
Cc1nc(SCC(=O)Nc2ccccc2C(F)(F)F)c2c(=O)n(C)c(=O)n(C)c2n1 | -5 | 12 | 11 | -4 | 0 | 3 | -2 | i | -3
CCOC(=O)c1sc(NC(=O)c2ccco2)c(C#N)c1C | 21 | 16 | -9 | -13 | -191 | -6 | -1 | i | -3

4 of the entries above in order of the eLon inh value, ascending:
| structure | eLon inh |
| --- | --- |
| O=S(=O)(c1cccc(Br)c1)N1CCN(S(=O)(=O)c2ccc3c(c2)OCCO3)CC1 | -10 |
| C=CCOC(=O)C1C(=O)CC(C)(O)C(C(=O)OCC=C)C1c1ccc(OCC)cc1 (configuration not stated) | -1 |
| COc1ccccc1N1C(=NC(=O)CCC2CCCC2)SC2CS(=O)(=O)CC21 (configuration not stated) | 1 |
| Cc1c(C(=O)N2CCc3ccccc3C2)oc2ccc(S(=O)(=O)N3CCCCCC3)cc12 | 8 |

Other records:
SMILES | MLLE-PAM2 inh | SKN-1 block | NRP1-CendR mod | FAS TE block | MT1-MMP act inh | eLon inh | Rin1-Abl PPI inh | Neddylation inh | MsrA act
CC(C)(C)c1ccc(C(=O)NN=C2CCCC2)cc1 | -10 | 10 | 8 | -5 | -1 | -3 | 3 | i | -2
C[C@@H]1CN([C@@H](C)CO)S(=O)(=O)c2ccc(Br)cc2O[C@@H]1CN(C)Cc1cccnc1 | 3 | 6 | -3 | -10 | 2 | -7 | -1 | i | -2
CCN1C(=O)CSc2ccc(C(=O)NCc3ccccc3)cc21 | -7 | 14 | -2 | 0 | 1 | -6 | 5 | i | -1
COc1ccc(N2CCN(C(=O)CCCNC(=O)Cn3cnc4sc(C)c(C)c4c3=O)CC2)cc1 | -1 | 14 | -5 | -2 | -2 | -5 | 0 | i | -3
O=C(NCc1ccccn1)C(=O)NCC(c1ccco1)N1CCOCC1 (configuration not stated) | -6 | 11 | 0 | -5 | 2 | 2 | -1 | i | -3
CC(C)(C)c1ccc(-c2nc(C=O)c3ccccn23)cc1 | 0 | 5 | -17 | 28 | -18 | -6 | 1 | i | -4
CCn1cc(C(=O)NCc2cccc(F)c2)c(=O)c2cc(F)c(N3CCN(C(=O)c4ccco4)CC3)cc21 | -1 | 11 | -10 | -218 | -10 | -5 | 1 | . | -2
N/N=C(\c1ccccc1)c1cc(Br)ccc1N | 19 | 19 | 1 | 8 | 0 | -3 | 2 | i | -1
CC(=O)c1cccc(-n2c(CCC(=O)O)ccc2-c2ccc(C)cc2)c1 | 15 | 12 | 3 | -3 | -2 | -13 | 0 | i | -2
Cc1cc(C(=O)O)c(C)n1Cc1ccncc1 | 5 | -7 | 12 | -8 | 0 | -4 | -1 | i | -1
